Ba/F3 V617F tox – loss of viability in JAK2V617F-driven Ba/F3 cells | Ba/F3 EpoR-JAK2V617F viability, ATP luminescence | inhibition, % at 5.6 µM | 220,000 compounds, 1.1% hits | AID 1446;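 active = inhibition above the campaign mean plus 3 SD over all tested compounds, cut at about 24% in these data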;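 note: cytokine-independent growth of Ba/F3 cells driven by EpoR plus mutant JAK2; 0% = DMSO-treated cells and 100% = JAK inhibitor I control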
EP2 modulator – modulates human prostaglandin E2 receptor EP2 signaling; EP2-expressing cells, cAMP HTRF FRET, PGE2 co-stimulation; induction, % at 25 µM; 260,000 compounds, 0.83% hits; AID 940;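 active = compounds whose cAMP rise, as percent of the full-agonist control response, exceeds 60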;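 note: rat C6 glioma line stably carrying human EP2 under a CMV promoter; the protocol text gives 20 µM as final concentration; 100% = response of wells given 1 µM PGE2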
Target sequence (P43116 whole entry, looked up): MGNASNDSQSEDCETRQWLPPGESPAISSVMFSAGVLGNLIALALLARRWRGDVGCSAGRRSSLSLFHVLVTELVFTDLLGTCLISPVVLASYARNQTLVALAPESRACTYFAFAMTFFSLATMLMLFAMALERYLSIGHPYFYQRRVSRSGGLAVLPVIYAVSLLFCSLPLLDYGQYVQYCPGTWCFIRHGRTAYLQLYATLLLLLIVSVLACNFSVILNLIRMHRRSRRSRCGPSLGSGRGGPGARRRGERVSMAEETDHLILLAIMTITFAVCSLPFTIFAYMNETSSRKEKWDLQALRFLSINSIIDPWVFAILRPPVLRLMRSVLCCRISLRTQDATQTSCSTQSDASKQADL
PERK inhibitor – inhibitors of human PERK kinase | inhibition, % at 5.6 µM | 220,000 compounds, 0.17% hits | Q9NZJ5 | AID 1416 | CHO PERK-DD fusion, SEAP luminescence translation reporter;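 active = inhibition above the mean inhibition of all tested compounds plus 3 SD, set separately per screening campaign, cut at about 2.9% in these data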;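 note: PERK kinase domain activated by AP20187 dimerizer at 100 nM; 0% = DMSO with dimerizer and 100% = rapamycin at 8.4 µM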
S1P4 ag – human S1P4 receptor agonism. S1P4-expressing cell line, agonist reporter assay. activation, % at 4.98 µM. 220,000 compounds, 0.35% hits; in the data active = activation above about 11%;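 note: 0% = DMSO vehicle and 100% = reference agonist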
m-calpain inh – blocks pig calpain II enzyme activity; purified calpain II, fluorogenic peptide substrate, 30 min; inhibition, % at 16 µM; 220,000 compounds, 0.37% hits;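 active = inhibition above about 50%, limit read from the data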
TRPML3 ag – activates the human TRPML3 channel; HEK293 TRPML3-YFP, Fluo-8 calcium fluorescence; 100% = the carbachol control signal; 220,000 compounds, 0.29% hits; Q8TDD5; activation, % at 3 µM;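 active = activation above its plate's cutoff, the mean activation of the plate's test wells plus 3 SD, cut at about 12% in these data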;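 note: 0% = DMSO only wells and 100% = carbachol wells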
Target sequence (Q8TDD5 whole entry, looked up): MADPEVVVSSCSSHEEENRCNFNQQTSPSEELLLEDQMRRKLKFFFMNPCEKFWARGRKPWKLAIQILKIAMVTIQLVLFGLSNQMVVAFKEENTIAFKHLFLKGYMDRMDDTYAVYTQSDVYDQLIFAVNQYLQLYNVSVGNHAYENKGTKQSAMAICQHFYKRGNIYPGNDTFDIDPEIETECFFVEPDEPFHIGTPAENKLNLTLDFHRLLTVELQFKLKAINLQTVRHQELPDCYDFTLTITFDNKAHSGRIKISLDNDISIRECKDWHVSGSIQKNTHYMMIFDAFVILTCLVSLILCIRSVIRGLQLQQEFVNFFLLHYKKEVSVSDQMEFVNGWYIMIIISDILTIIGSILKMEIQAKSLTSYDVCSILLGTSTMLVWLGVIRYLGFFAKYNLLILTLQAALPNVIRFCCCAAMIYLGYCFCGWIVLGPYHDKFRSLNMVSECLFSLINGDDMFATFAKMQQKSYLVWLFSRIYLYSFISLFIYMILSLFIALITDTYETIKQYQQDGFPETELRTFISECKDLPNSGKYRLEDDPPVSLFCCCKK
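Test system: HEK293 cells stably carrying human TRPML3-YFP; Doses: single dose, 3 µM final nominal compound, 0.3% DMSO final; Schedule: dye loading 1 h 37 °C then 30 min ambient, 125 s read; Technique: Fluo-8 calcium fluorescence; Benchmarks: high control carbachol 87 µM, low control DMSO.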
zfTRPN1 agonist – zebrafish TRPN1 (NompC) channel agonism; AID 1424; activation, % at 3 µM; HEK293 zebrafish TRPN1-YFP, Fluo-8 calcium fluorescence; 100% = response to 87 µM carbachol; 220,000 compounds, 0.18% hits;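 active = activation above its plate's cutoff, the mean activation of test wells on that plate plus 3 SD, cut at about 19% in these data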;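 note: 0% = DMSO alone and 100% = 87 µM carbachol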
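Material – zebrafish TRPN1-YFP in HEK293 cells · Doses – 3 µM single point · Schedule – dye 1 h 37 °C plus 30 min RT · Signal – Fluo-8 calcium fluorescence, excitation 470-495 nm, emission 515-575 nm · Read-out – % activation versus carbachol response · Control set – carbachol high, DMSO low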
BaF3 parental – parental Ba/F3 viability inhibition as JAK2V617F counter-screen; inhibition, % at 5.6 µM; AID 1486; 220,000 compounds, 1.1% hits; CellTiter-Glo ATP luminescence;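 active = inhibition above a per-campaign cutoff, the mean inhibition of all tested compounds plus 3 SD, cut at about 27% in these data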;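 note: 0% = DMSO wells and 100% = JAK Inhibitor I control wells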
S1P4 antag – blocks the human S1P4 receptor; AID 1510; 220,000 compounds, 0.26% hits; S1P4-expressing cells, antagonist mode, reporter read-out; O95977; inhibition, % at 4.98 µM; in the data active = inhibition above about 29%;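 note: 0% = wells stimulated with agonist and 100% = vehicle wells without agonist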
Active calls of the source: *; . = not tested or not shown; & = joins results of further samples.

SMILES,S1P4 antag,EP2 modulator,S1P4 ag,PERK inhibitor,BaF3 parental,TRPML3 ag,Ba/F3 V617F tox,zfTRPN1 agonist,m-calpain inh
CCOCCOc1nc2c(c(=O)n(C)c(=O)n2C)n1Cc1ccc(C)cc1,-4.9,22.1,-2.3,-0.3,3.7,1.5,5.8,0.1,.
COc1ccc2c(c1OC)C(=O)N1N=C(c3ccc(-c4ccccc4)cc3)CC21 (stereo not given),-9.8,-33.2,0.2,0.3,5.9,-0.6,1.3,0.3,-36.4
CCOc1ccc(S(=O)(=O)Nc2cccc(N(C)S(C)(=O)=O)c2)cc1,-1.2,-17.2,-1.7,0.8,7.0,2.8,0.9,3.2,0.2
C/C(=N\NC(=O)C(=O)Nc1c(C)n(C)n(-c2ccccc2)c1=O)c1ccncc1,-8.6,17.4,0.9,0.2,1.1,0.8,-3.5,-0.8,-10.3
CN(CCNC(=O)CN1CCN(Cc2ccccc2Cl)C1=O)Cc1ccccc1,0.7,-3.1,-3.0,-1.1,2.7,-0.5,-1.4,-0.4,-42.1
COC(=O)N/N=C/c1cn(Cc2c(Cl)cccc2Cl)c2ccccc12,-20.0,-9.5,-0.6,0.1,5.2,-0.5,-0.7,-0.4,-7.0
Cc1ccc(C)c(OCC(=O)Nc2ccc3c(c2)OCO3)c1C,30.1*,28.8,-0.2,-0.1,-0.2,-0.2,-5.8,-0.6,-22.5
CN(C)S(=O)(=O)c1cccc(NC(=S)N/N=C/c2ccco2)c1,-12.4,-43.5,1.8,-0.6,-1.2,0.7,-5.5,2.5,4.8
C=CCNC(=O)NC(=O)COC(=O)c1cccnc1SC,-6.4,21.0,-4.2,0.4,-0.3,-0.2,-5.9,-1.1,-3.0
Cc1ccc(C)n1-c1cccc(N)c1,-20.9,5.8,-0.3,0.6,1.0,0.7,-2.8,-0.4,-142.8
CCOC(=O)c1sc(-c2cccs2)nc1C,6.8,14.7,0.7,0.3,2.7,1.3,-1.6,1.0,-114.7
Cc1cc2c(o1)CC(C)(C)CC2=O,-25.1,22.6,2.0,0.5,1.0,0.9,-3.5,0.8,7.3
CC(=O)NC1C(=O)N=C(SCC(=O)Nc2sc3c(c2C#N)CCCCCC3)NC1=O (stereo not given),-19.5,17.6,0.8,1.7,0.1,1.0,-5.4,1.9,-0.9
CC(C)CC(=O)Nc1cc(C(F)(F)F)ccc1N1CCOCC1,-6.7,-6.1,1.2,0.0,1.6,-0.3,-1.1,-1.6,-13.8
CCN(CC(=O)NCCc1ccccc1)S(=O)(=O)c1ccc(C)cc1,-16.5,-7.0,0.2,-1.0,6.6,0.3,3.1,-0.7,15.0
COc1ccc(N2CCN(C(c3cc(OC)ccc3OC)c3nnnn3Cc3ccco3)CC2)cc1 (stereo not given),-18.0,32.9&25.6,0.5,-1.1,3.4,0.1,0.9,0.2,-16.3
CN(C(=O)c1cc2ccccc2oc1=O)C1(C)CCS(=O)(=O)C1 (stereo not given),-5.1,-5.5,0.9,0.6,-0.2,0.2,-0.4,-0.3,36.1
COc1ccc(N=c2oc3c(OC)cccc3cc2C(=O)NCc2ccco2)c(OC)c1,11.7,47.4,0.5,-0.3,-1.5,0.3,-1.4,-0.5,-30.6
CCOC(=O)C1(Cc2cccc(OC)c2)CCN(Cc2cccc(OC)c2OC)CC1,7.5,6.5,0.4,0.3,5.7,1.4,2.1,0.9,6.3
Cc1cccc(N2C(=O)CS/C2=N\NC(=O)c2cccnc2)c1C,-25.8,14.3,3.4,0.9,7.0,0.2,-4.8,-0.2,-29.5
COC(=O)c1ccc(/C(O)=C(\C#N)c2nc3ccccc3s2)cc1,4.0,-6.3,0.7,0.7,10.9,4.3,3.6,5.7,3.4
COc1ccc(-c2nnn(CC(=O)NCCc3ccc(OC)c(OC)c3)n2)cc1,6.8,-19.5&12.9,-1.3,-0.5,5.7,1.8,-0.8,1.9,-25.0
Cc1cccc(C)c1NC1=C(Cl)C(=O)OC1OC(C)C (stereo not given),-5.7,16.3,0.9,0.3,1.7,0.4,-1.6,0.1,1.8
CCNC(=S)NNC(=O)Nc1ccccc1,1.6,-0.1,2.1,0.6,2.1,0.8,-3.4,1.4,-8.0
O=C(Nc1cccn(Cc2c(Cl)cccc2Cl)c1=O)c1ccc(Cl)cc1,-3.9,24.1,0.8,2.6,7.1,0.9,-2.3,2.5,-61.4
CC(C)(C)Sc1ccccc1S(=O)(=O)C(C)(C)C,4.4,-19.5,0.0,0.4,-4.5,0.1,-1.1,0.9,-2.9
Cc1c(OCC(=O)OC(C)C)ccc2c3c(c(=O)oc12)CCC3,-3.6,2.4,-0.1,0.3,2.0,0.2,-3.3,0.9,-110.6
CCCC(=O)Nc1c(C(=O)OCC)oc2ccccc12,-18.2,18.1,1.1,1.6,-3.7,0.4,-1.3,-0.3,-0.1
Cc1ccc(N=c2c([N+](=O)[O-])nn(-c3ccc4c(c3)OCCO4)n2O)cc1F,-14.7,-56.5,0.5,1.3,7.9,-1.5,1.6,-0.6,-13.1
Cc1cccc(C)c1NC(=O)CN1N=NC2C(=O)N(c3cccc(Cl)c3)C(=O)C21 (stereo not given),-21.0,7.8,0.1,0.5,-1.0,-0.1,-1.8,-0.9,20.6
COc1ccc(OC)c(NC(=O)c2cn(C)c(=O)c3cc(OC)c(OC)cc23)c1,-21.2,8.5,-0.5,-0.7,5.7,-0.3,5.5,-0.7,-27.1
CSc1nnc(-c2cccs2)n1-c1ccccc1,1.4,32.0,-0.5,0.4,2.6,-1.1,-1.4,1.1,-1.2
c1ccc(CNc2ncnc3c2ncn3C2CCCCO2)cc1 (stereo not given),-12.9,7.2,-0.4,-0.2,4.5,0.6,2.5,1.6,-19.0
COc1ccc(C(=S)N2CCCCCC2)cc1,-3.4,-7.3,-3.0,-0.1,5.8,0.3,-2.1,0.4,-18.2
c1c2c(cc3sc(N4CCCCC4)nc13)OCO2,4.9,-21.9,0.1,1.0,7.8,0.4,1.6,0.4,6.4
COc1ccc(-n2nnc3c(=O)n(CC(=O)NCC4CCCO4)cnc32)cc1 (stereo not given),-3.8,2.4,-1.4,-0.7,1.3,0.9,-1.2,0.8,2.5
CCCn1c(=O)n(N)c2ccccc21,-6.6,23.1,1.1,0.8,4.7,-0.7,-1.3,0.9,23.5
COc1ccc(O)c(C(=O)c2cc(C#N)c(=O)n(Cc3ccccc3)c2)c1,-13.1,3.0,0.3,0.1,6.8,1.9,-0.5,-0.3,-21.3
Cc1c(C(=O)c2ccc(Br)cc2)c(=O)n(C)c(=O)n1C,-2.5,16.1,1.4,0.4,6.6,-0.6,0.1,1.6,-3.5
Cc1cccc2c1nc(-c1ccccc1)n1cnnc21,-3.0,35.4&-4.4,2.3,-0.4,-1.5,0.0,-3.4,-0.6,9.4
CCCCN(C)C(=O)c1coc(=O)c2ccccc12,-2.7,20.9,-0.1,1.6,3.4,0.8,-0.8,1.4,5.0
CN(C)S(=O)(=O)c1ccc(Cl)c(NC(=O)CSc2nc3c(cc2C#N)C(=O)CCC3)c1,4.8,-25.3,-1.8,-0.2,1.3,-0.1,-1.7,-1.8,10.9
Cc1cc(C)n(-c2nc3ccccc3nc2N2CCN(S(=O)(=O)c3ccc(F)c(C)c3)CC2)n1,4.0,33.5,0.5,1.0,1.4,-0.8,-1.6,0.3,-28.8
O=C(Cn1nnc(-c2ccccc2F)n1)OCC(=O)c1ccccc1,4.5,8.3,-1.0,1.3,2.2,0.8,1.9,0.5,6.9
C=C(C)Cn1c(SCC(=O)N/N=C/c2cccc(O)c2)nc2ccccc2c1=O,-17.9,-4.6,1.2,-0.3,-0.4,0.1,-3.4,-0.6,3.1
O=C(Nc1ccccc1)N(Cc1ccccc1)CC(O)C(F)(F)F (stereo not given),-15.2,3.1,-1.8,-0.4,3.4,-0.5,0.6,0.0,34.8
CC(C)CC1(C(=O)O)NC(c2ccccc2O)C2C(=O)N(C(C)C)C(=O)C21 (stereo not given),-6.6,0.1,1.0,-0.4,1.9,0.8,1.2,0.2,6.7
Cc1ccnc(SCc2cc(=O)c(OC(=O)c3ccc(S(=O)(=O)N4CCCC4)cc3)co2)n1,-26.6,16.2,1.3,-0.1,4.2,1.5,-4.2,1.7,-6.1
CCN1CCN(C(=O)C2CCC(CNS(=O)(=O)c3ccccc3)CC2)CC1 (stereo not given),-5.8,5.8,-3.9,-0.3,7.0,0.1,-2.6,-0.5,-30.2
CC(C)(CO)NCc1cc(Br)ccc1OCc1ccccc1,-9.8,9.1,0.0,-1.1,4.8,0.0,-1.1,-0.4,-11.9
Cn1c2ccccc2n2c(=O)c(=O)n(CC(=O)c3ccc(F)cc3)nc12,4.8,-14.2,3.5,0.6,4.5,0.7,1.4,1.4,-61.9
O=C(CSc1n[nH]c(-c2ccncc2)n1)c1cccc([N+](=O)[O-])c1,-19.1,-9.0,2.4,-0.3,-1.9,0.7,-1.8,-1.1,13.6
O=C(NCCOc1ccccc1)c1ncn[nH]1,-11.2,-3.3,3.0,0.7,4.2,0.0,-0.4,0.3,-31.3
O=C(O)c1cccc(-c2ccc(/C=N/Nc3nn[nH]n3)o2)c1,-6.2,33.9,2.4,1.5,1.2,1.1,-1.0,-1.9,2.5
CCCSc1nsc(NC(=O)CC)n1,-3.3,6.7,3.2,0.6,11.3,0.2,1.1,0.2,-16.3
CN(C)S(=O)(=O)c1cccc(-c2nnc(SCC(=O)NCCCCCC(=O)O)n2-c2ccc(F)cc2)c1,-9.8,5.0,-0.4,1.2,4.6,1.1,3.6,1.1,19.4
CCC(=O)Nc1c2c(nn1-c1ccc(C)cc1C)CSC2,-0.5,25.2,2.2,0.3,5.7,-1.5,0.9,0.3,-18.7
Cn1cccc1/C=N/NC(=O)CSc1nc2ccccc2n1C,-29.1,-37.5,1.3,0.2,1.4,0.3,-3.3,-0.4,-7.3
CCOC(=O)c1c(-c2ccncc2)csc1N,-12.0,8.9,-0.4,-0.3,1.6,0.3,-1.7,-0.6,-17.3
O=c1c2ccccc2nc(COc2ccccc2)n1/N=C/c1ccc(O)cc1O,-18.5,30.2,0.7,-0.8,0.4,0.9,-3.7,3.7,-3.2

Continued.
SMILES,S1P4 antag,EP2 modulator,S1P4 ag,PERK inhibitor,BaF3 parental,TRPML3 ag,Ba/F3 V617F tox,zfTRPN1 agonist,m-calpain inh
CC1=C(C(=O)N2CCCCC2)C(c2cccs2)C2=C(CCCC2=O)N1 (stereo not given),-11.8,.,1.9,-0.4,3.2,0.9,-0.8,1.0,.
O=C(CSc1nnc(-c2ccc(F)cc2)c2ccccc12)NCC1CCCO1 (stereo not given),-18.7,16.7,2.3,-0.2,2.6,-0.1,0.4,0.1,-30.8
O=C(CSc1ccc2nnc(-c3ccncc3)n2n1)Nc1ccccc1F,-4.4,-2.2,-0.2,2.1,2.4,1.1,-2.8,1.3,-12.3
O=C(Nc1ccc2c(c1)OCCO2)C1CCCN(S(=O)(=O)c2cccnc2)C1 (stereo not given),2.4,5.3,-0.4,0.7,5.2,0.0,2.3,4.1,-9.2

Rows are unselected; about 3.6% have a hit in one of these screens.
